# M1 antag: human CHRM1 antagonism; CHO-K1 hM1, Fluo-8 calcium fluorescence, ACh EC80 antagonist; P11229; inhibition, % at 3 µM; 360,000 compounds, 1.3% hits;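 active = percent inhibition above its own plate's cutoff, namely the mean of that plate's compound wells plus 3 SD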;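 also: peak over basal fluorescence ratio during 140 s after agonist addition; 0% = ACh EC80 plus DMSO and 100% = DMSO alone without agonist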
# Target sequence (P11229 whole entry, looked up): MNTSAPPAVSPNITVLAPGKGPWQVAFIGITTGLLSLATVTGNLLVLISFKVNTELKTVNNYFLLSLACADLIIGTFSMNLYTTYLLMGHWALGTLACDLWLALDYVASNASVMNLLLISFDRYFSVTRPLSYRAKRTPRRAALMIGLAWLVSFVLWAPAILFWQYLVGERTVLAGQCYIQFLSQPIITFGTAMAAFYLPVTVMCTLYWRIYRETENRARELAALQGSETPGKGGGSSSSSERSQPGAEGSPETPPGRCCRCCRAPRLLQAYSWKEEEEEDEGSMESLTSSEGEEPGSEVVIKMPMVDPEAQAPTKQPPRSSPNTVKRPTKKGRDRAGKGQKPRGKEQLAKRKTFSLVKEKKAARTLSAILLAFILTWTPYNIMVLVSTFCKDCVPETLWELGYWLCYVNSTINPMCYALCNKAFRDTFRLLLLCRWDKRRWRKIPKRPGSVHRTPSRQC
# M1 ag parental: counter-screen for M1 agonists: effect in parental CHO-K1 cells; 360,000 compounds, 0.48% hits; Fluo-8 calcium fluorescence; scaled to maximal ATP response, vehicle zero; activation, % at 3 µM; AID 602248; in the data active = activation above about 15%;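 also: untransfected CHO-K1 host cells lacking M1 receptor as counterscreen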
# TAAR1 agonist: human TAAR1 agonism. 360,000 compounds, 0.99% hits. activation, % at 3 µM. CHO RD-HGA16 TAAR1, Fluo-8 calcium fluorescence; vehicle wells 0%, saturating PEA agonist 100%. Q96RJ0;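 active = activation above the mean activation of all test compounds in the run plus 3 SD, cut at about 38% in these data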
# Target sequence (Q96RJ0 whole entry, looked up): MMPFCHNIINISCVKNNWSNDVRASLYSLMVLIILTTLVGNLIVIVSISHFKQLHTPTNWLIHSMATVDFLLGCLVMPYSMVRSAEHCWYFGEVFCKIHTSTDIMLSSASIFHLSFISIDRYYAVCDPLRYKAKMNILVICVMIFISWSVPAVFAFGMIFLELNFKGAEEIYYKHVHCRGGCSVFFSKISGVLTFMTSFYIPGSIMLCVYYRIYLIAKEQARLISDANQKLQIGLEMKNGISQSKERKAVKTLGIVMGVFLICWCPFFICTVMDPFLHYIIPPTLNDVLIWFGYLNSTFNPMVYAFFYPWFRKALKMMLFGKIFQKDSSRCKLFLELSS
#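 test system = CHO RD-HGA16 cells carrying human TAAR1 plus Gα16 | schedule = 17-24 h seeding, 75 min 37 °C dye, 30 min RT | compound dosing = 3 µM single concentration | control set = DMSO and PEA EC100 | replicates = n 1 | signal = Fluo-8 fluorescence, 5 s baseline then 140 s kinetic read | measure = percent activation vs PEA EC100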
# TAAR1 antag: antagonists of human TAAR1; CHO RD-HGA16 TAAR1, Fluo-8 calcium fluorescence, antagonist; inhibition, % at 3 µM; Q96RJ0; 360,000 compounds, 1.5% hits;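 active = inhibition above a per-plate cutoff, the mean inhibition of test compounds on that plate plus 3 SD, cut at about 49% in these data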;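 also: 0% = DMSO plus EC80 beta-PEA response and 100% = DMSO alone without agonist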
#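 Test system: CHO RD-HGA16 cells bearing hTAAR1 | Reagent: β-PEA, EC80 | Compound dosing: 3 µM, single point | Schedule: Dye loading 75 min at 37 °C, then 30 min room temperature | Signal: Calcium fluorescence with Fluo-8 | Evaluation: Percent inhibition of PEA-evoked calcium signal, max/basal emission ratio | Control set: DMSO-only wells and EC80 β-PEA-stimulated wells | Repeats: Singlicate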
# CHO parental Ca: counter-screen: ATP calcium response change in parental CHO cells; parental CHO-K1, ATP-induced calcium, Fluo-8 fluorescence; inhibition, % at 5.6 µM; 330,000 compounds, 0.63% hits; AID 463079;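 active = inhibition above that plate's mean sample inhibition plus 3 SD, cut at about 26% in these data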;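 also: 0% = ATP-challenged DMSO wells and 100% = DMSO wells without ATP; some compounds past the cut are filed as inactive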
#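 material = parental CHO cells | also added = ATP as calcium-mobilizing challenge | dosing = single point at 5.6 µM | detection = intracellular calcium via Fluo-8 no-wash fluorescent dye | read-out = % inhibition | benchmarks = low control ATP plus DMSO, high control DMSO only | repeats = one well per compound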
# CHRM1 PAM: potentiates human M1 receptor response to acetylcholine; P11229; activation, % at 3 µM; CHO-K1 hM1, Fluo-8 calcium fluorescence, ACh EC20; 0% = ACh EC20, 100% = maximal ACh; AID 588819; 360,000 compounds, 0.088% hits; in the data active = activation above about 19%, passing the limit was not always enough
# CHO-K1 Ca antag: nonselective inhibitor or artifact in parental CHO-K1 cells; ATP-induced calcium, Fluo-8 fluorescence; inhibition, % at 3 µM; 360,000 compounds, 0.6% hits; AID 602250;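 active = inhibition above a per-plate cutoff, the plate's mean sample inhibition plus 3 SD, cut at about 24% in these data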;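 also: 0% = DMSO plus EC80 ATP and 100% = DMSO alone without ATP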
# M1 ag: agonists of human M1 muscarinic receptor; 360,000 compounds, 0.33% hits; activation, % at 3 µM; P11229; CHO-K1 hM1, Fluo-8 calcium fluorescence, agonist mode; 0% DMSO, 100% acetylcholine EC100;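 active = activation above the run's mean compound activation plus 3 SD, cut at about 16% in these data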;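 also: peak over basal fluorescence ratio within a 140 s kinetic read after compound addition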
# M1 PAM parental: M1 PAM counterscreen hit in parental CHO-K1 cells; ATP EC20, Fluo-8 calcium fluorescence; 0% at ATP EC20, 100% at ATP max; 360,000 compounds, 0.02% hits; activation, % at 3 µM; AID 602247;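 active = activation above the run cutoff, the mean activation of all test compounds plus 3 SD, cut at about 40% in these data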;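 also: peak over basal fluorescence ratio in a 140 s read after ATP addition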
# * = called active by the depositor; . = no result given.
SMILES,M1 antag,M1 ag parental,TAAR1 agonist,TAAR1 antag,CHO parental Ca,CHRM1 PAM,CHO-K1 Ca antag,M1 ag,M1 PAM parental
O=C(NCc1ccco1)c1n[nH]c(=O)c2ccccc12,-8.3,0.1,1.2,-3.3,-0.5,1.9,10.8,-4.1,-14.3
CC1CCN(Cc2c(C(=O)N3CCc4ccccc4C3)nc3ccc(Cl)cn23)CC1,-15.8,0.2,-2.9,-21.4,-32.5,16.4,2.2,-5.3,-18.9
c1ccc(CSCc2nc3ccccc3[nH]2)cc1,-2.6,0.1,8.0,-15.2,-18.2,1.6,15.9,-4.8,-12.2
Cc1cc(C)cc(NC(=O)CCOc2ccccc2)c1,-11.8,-0.9,2.4,5.6,-14.0,6.0,-2.8,-4.1,-4.7
CCOc1ncccc1C(=O)OCC(=O)c1ccc(F)cc1,-14.1,1.3,3.2,13.0,-16.1,14.4,-1.2,-8.9,9.3
O=c1[nH]c(O)c(/C=C2\C=Nc3ccc(Br)cc32)[nH]1,-15.9,0.8,7.3,-3.7,-0.5,11.0,-13.4,-1.1,26.3
COc1ccc(CNC(=S)Nc2ccc(OC)cc2)cc1,-3.3,1.8,2.6,9.9,-9.0,1.2,-4.8,-2.6,6.0
CCOc1cc(-c2nnn(CC(=O)N3CCCCC3)n2)ccc1OC,-12.7,0.3,1.7,-17.8,-2.9,7.7,-8.4,-3.0,15.4
CC(=O)Nc1ccc(C(=O)NCC(=O)OCc2ccccc2F)cc1,-9.4,2.2,2.6,-14.2,7.9,6.0,-11.7,-0.9,7.4
CC(=O)Nc1ccc(S(=O)(=O)N2CCN(c3cc4c(cc3[N+](=O)[O-])n(C)c(=O)n4C)CC2)cc1,-0.3,0.8,12.5,7.4,-15.1,-3.5,-2.2,-8.7,-10.4
O=C(c1ccc(COc2ccccc2Br)cc1)N1CCCCC1,-6.5,0.5,8.2,40.6,21.2,-3.6,11.6,-3.7,-10.5
COc1ccc(C2(O)CCN(C(=O)Cc3cccnc3)CC2)cc1,-21.7,0.8,6.2,-11.7,-12.5,14.3,-11.2,-0.8,12.2
Cc1ccc(S(=O)(=O)NNc2c3ccccc3nc3ccc(Cl)cc23)cc1,-7.7,0.1,-1.0,-11.2,.,3.5,5.1,-1.6,-3.9
COc1cc(OC)c(S(=O)(=O)NCc2ccco2)cc1S(=O)(=O)NCc1ccco1,10.7,0.3,12.6,20.6,-15.6,-0.3,0.6,5.7,-2.3
O=C(CCc1nnc2ccc(N3CCCC3)nn12)Nc1ccc(F)c(F)c1,-4.0,0.3,5.3,-13.1,-7.0,-3.1,-10.8,-3.5,-7.0
CC(C)c1ccc(-c2noc(C3CCCN(C(=O)c4ccc(F)cc4F)C3)n2)cc1 (stereo not drawn),8.3,1.6,3.3,9.6,19.0,-6.0,-17.0,-4.3,15.7
c1csc(CNCCN2CCOCC2)c1,1.3,0.3,12.2,-13.3,-7.6,0.0,-5.9,-5.1,3.8
Cc1cc(C)cc(N(C(=O)CNC(=O)c2ccco2)C(C(=O)NC2CCCCC2)c2cccnc2)c1 (stereo not drawn),5.0,0.3,-0.1,2.5,6.6,-1.0,-5.7,-2.2,-1.2
COc1ccc(C(=O)/C=C/c2cccnc2)c(OC)c1,-2.3,-0.2,3.8,-10.9,-14.1,3.3,5.5,-6.4,-13.9
CCCCn1c(N)c(N(CC(C)C)C(=O)c2cc3c(s2)CCC3)c(=O)[nH]c1=O,-5.7,0.9,.,.,-7.1,5.6,-6.4,-2.3,10.5
CCN1CCN(CC(=O)Nc2nc3ccccc3s2)CC1,4.4,0.2,4.6,-17.3,-1.3,-5.1,3.7,-8.8,15.2
CSc1nc2ccccc2cc1/C=C(\C#N)c1ccc(Cl)c(Cl)c1,-10.5,-0.1,-0.2,16.7,-17.9,8.1,-17.7,-0.3,15.3
CC(=O)NCCC(=O)N1CCCC(N2CCN(c3cccc(Cl)c3)CC2)C1 (stereo not drawn),-6.1,0.1,0.0,3.8,-2.9,5.4,0.1,-5.5,-10.2
CCOC(=O)C1=CCN(S(=O)(=O)c2ccc(Cl)cc2)C1c1cccc(C)c1 (stereo not drawn),2.9,0.9,2.8,12.2,.,-2.1,0.2,-5.9,11.3

# In another format: 2 of the compounds above.
SMILES	M1 antag	M1 ag parental	TAAR1 agonist	TAAR1 antag	CHO parental Ca	CHRM1 PAM	CHO-K1 Ca antag	M1 ag	M1 PAM parental
CCCCn1c(N)c(N(CC(C)C)C(=O)c2cc3c(s2)CCC3)c(=O)[nH]c1=O	-5.7	0.9	.	.	-7.1	5.6	-6.4	-2.3	10.5
Cc1ccc(S(=O)(=O)NNc2c3ccccc3nc3ccc(Cl)cc23)cc1	-7.7	0.1	-1.0	-11.2	.	3.5	5.1	-1.6	-3.9

# The listing continues:
SMILES,M1 antag,M1 ag parental,TAAR1 agonist,TAAR1 antag,CHO parental Ca,CHRM1 PAM,CHO-K1 Ca antag,M1 ag,M1 PAM parental
Cc1cc(C)n2nc(C(=O)OCC(=O)NC(=O)c3ccccc3)nc2n1,-6.5,1.3,0.9,-20.8,-2.4,5.5,-2.1,-1.7,14.5
COc1ccc(S(=O)(=O)N2CCN(C(=O)[C@@H]3CCC(=O)N3C3OC(=O)c4ccccc43)CC2)cc1 (stereo partly drawn),3.4,-0.2,2.1,-6.0,1.9,0.7,17.4,-2.8,-8.4
Cc1ccn2cc(-c3nonc3C)cc2c1,-4.4,0.2,3.5,-6.5,5.0,0.3,-8.4,-3.4,8.3
NC(=S)NN=Cc1nccc2c(C(F)(F)F)cccc12,-2.6,2.8,8.8,3.3,.,5.1,-12.1,-1.2,22.5
O=C(Nc1nncs1)C1c2ccccc2Oc2ccccc21,-10.8,3.0,17.8,11.7,-9.3,6.4,-15.6,-6.6,18.2
O=C(Nc1nccs1)C(c1ccccc1)N1CCCCC1 (stereo not drawn),11.0,0.3,-0.2,-1.9,-13.4,-7.3,-2.4,-2.0,-12.2
N#Cc1nc(-c2ccccc2F)oc1NC1CCCCC1,-9.6,-0.3,-3.0,13.3,-8.2,3.2,-8.0,-10.4,27.6
COc1ccccc1OCc1nc(C#N)c(N2CCCC2)o1,-7.3,0.3,-0.6,-3.2,-10.9,8.7,-2.0,-1.5,10.2
CCN1CCN(S(=O)(=O)c2ccc(Cl)c(C(=O)NCCc3ccccc3)c2)CC1,-5.2,0.5,6.1,13.4,-22.8,6.2,-14.5,-5.1,16.0
COC(=O)Cc1c(C)[nH]n(-c2cc(Cl)cc(Cl)c2)c1=O,-5.0,4.6,4.9,-3.5,-22.2,11.0,0.7,3.6,27.7
CN(C)CCNc1nc2sc3c(c2c(=O)n1Cc1ccccc1)CCCCC3,73.3*,13.1,25.4,15.5,.,-29.9,12.0,-10.6,3.8
CCCCCCCCC[n+]1cccc2c3ccccc3ccc21,94.6*,2.6,.,.,85.8*,-22.3,20.4,-0.7,1.7
N#Cc1nc(-c2ccccc2F)oc1NCCc1ccccn1,-4.8,0.9,-0.7,-13.0,-11.3,-1.0,-1.7,-3.0,1.9
CCOC(=O)c1ccc(NC(=O)c2ccccc2N(C)S(=O)(=O)c2ccccc2)cc1,13.6,2.7,21.6,7.3,-18.3,-16.2,4.8,-7.2,4.4
c1ccc2c(c1)ncn2CCCOc1ccc2c(c1)CCC2,11.9,3.4,14.3,17.1,15.0,-2.8,9.7,-2.6,13.3
Cc1cc(C)cc(NC(=O)COc2ccc(C(=S)N3CCOCC3)cc2)c1,-3.9,2.5,3.9,5.1,-14.9,5.0,-6.2,-11.6,16.4
O=C(O)/C=C/c1ccc(S(=O)(=O)Nc2ccccc2C(=O)Nc2ccc(F)cc2)cc1,-1.4,1.3,-3.0,5.3,-6.8,4.9,-10.9,-1.4,6.3
COc1ccccc1CN1C[C@@H]2C[C@@H](C3=Cc4cccc(OC)c4OC3)N3CCC[C@@]23C1=O,-11.2,0.8,-0.3,-4.9,-6.5,8.8,2.4,-11.9,-1.8
COc1ccc(CC(=O)NC(C)c2nnc(SCC(=O)Nc3ccccc3F)n2C)cc1 (stereo not drawn),-8.9,0.6,0.9,-30.3,1.1,8.5,-10.0,-3.4,17.0
CCCCC(O)(CCCC)C(=O)NN(C(=O)CCl)c1ccccc1,-9.8,0.9,0.7,-22.9,-9.0,10.2,1.2,-6.7,16.6
O=C(Oc1ccccc1)N(c1ccccc1)c1ccccc1,-2.2,6.3,15.9,-16.0,-9.7,0.3,-14.9,-0.6,23.4
O=C(CS(=O)CC(=O)Nc1ccccc1-c1ccccc1)Nc1ccc(F)cc1 (stereo not drawn),2.4,1.7,4.7,-4.6,-10.2,3.3,-15.8,-2.9,9.2
O=C(CSc1nnc(-c2ccccn2)n1-c1ccccc1)Nc1ccc2c(c1)OCO2,-7.1,0.2,2.7,-23.2,-26.3,6.4,-3.3,-2.2,13.8
CCOC(=O)c1[nH]c2ccccc2c1NC(=O)c1ccc(Br)o1,7.5,2.7,6.7,35.3,-13.2,-9.0,-20.5,-10.0,4.6
c1ccc2c(c1)nc1n2CN(Cc2ccc3c(c2)OCO3)CN1,2.5,1.2,31.1,7.2,1.2,2.7,-3.8,-2.3,21.5
C=C(C)CSc1nc2ccccc2[nH]1,1.6,0.4,0.0,-3.8,-6.7,-0.8,-1.2,-7.9,15.8
CN1C[C@@H]2C(c3ccc(Cl)nc3)C3(c4ccccc4)CC2(C3)[C@H]1c1ccccc1 (stereo partly drawn),83.5*,0.2,12.5,-0.6,-18.4,-40.4,-11.6,-14.3,13.0
CC1=C(C(=O)Nc2ccccc2F)C(c2ccsc2)C2=C(CC(c3ccccc3)CC2=O)N1 (stereo not drawn),-19.3,0.1,4.3,8.5,-13.9,-0.1,8.7,-4.7,-0.4
Cc1ccc(C(CC(=O)c2ccc(Cl)cc2)C(=O)O)cc1 (stereo not drawn),-8.2,1.2,-0.4,-10.6,13.4,12.9,-15.2,-7.5,19.7
Cc1c(C(=O)C(=O)NCC2CCCO2)c2ccccc2n1C (stereo not drawn),-6.0,-0.2,1.8,-3.1,-5.0,10.9,5.4,-4.6,8.2
O=C(C1CC1)N(CCN(C(=O)C1CC1)c1ccccc1)c1ccccc1,19.1,0.4,7.5,11.2,-18.7,-7.5,-0.3,-1.3,10.6
Cc1ccc(Oc2ncc(CN3CC(C)OC(C)C3)s2)cc1 (stereo not drawn),-1.4,0.0,8.9,-4.3,-8.6,4.1,-0.2,-4.9,-2.5
COc1ccc(-n2c(C)cc(-c3cn4cccc(C)c4n3)c2C)cc1,-9.5,0.5,1.8,18.4,-9.7,9.2,-14.0,-3.0,21.7
O=C(CN(C(=O)c1csnn1)c1ccc(F)cc1)NCc1ccc(F)cc1,-14.7,0.0,5.2,7.6,-7.7,11.4,-14.2,2.0,13.7

# Quoted from the listing.
# Under M1 antag, O=C(c1ccc(COc2ccccc2Br)cc1)N1CCCCC1 reads -6.5
# Under CHO-K1 Ca antag, Cc1ccc(S(=O)(=O)NNc2c3ccccc3nc3ccc(Cl)cc23)cc1 reads 5.1
# Under M1 PAM parental, CCOc1cc(-c2nnn(CC(=O)N3CCCCC3)n2)ccc1OC reads 15.4
